NOD1 inhibition: inhibition of NOD1-driven NF-kB reporter – cell-based, luminescence, uHTS, primary screen (AID 1578); inhibition, % at 4 µM, or EC50 in µM where a hit was titrated; NOD1-driven NF-kB luciferase reporter cells, luminescence; higher % means a stronger effect; 290,000 compounds, 1% hits; in the data active = inhibition mostly above about 36%, no sharp cut-off; inactive = mostly below about 34%;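 note: HEK-293T reporter cells stimulated with the NOD1 agonist gamma-tri-DAP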
KOR beta-arrestin-1: kappa opioid receptor activators – cell-based, luminescence, uHTS, primary screen (AID 1777). KOR beta-arrestin recruitment, luminescence; higher % means a stronger effect. one-dose activation, % at 10 µM; EC50 in µM for titrated hits. 280,000 compounds, 0.02% hits; in the data active = activation above about 50%, passing the limit was not always enough; note: a part of the inactive calls stands beside numbers as strong as those of hits
HIV peptide binding: inhibitors of HIV fusion peptide binding, primary screen, biochemical, uHTS, fluorescence dequenching (AID 1986). one-dose inhibition, % at 20 µM; IC50 in µM for titrated hits. cell-free peptide binding, fluorescence dequenching, 30 min; higher % means a stronger effect. 290,000 compounds, 0.3% hits; in the data active = inhibition mostly above about 52%, no sharp cut-off; inactive = mostly below about 76%; note: some results filed as inactive read as strong as hits
GPR55 beta-arrestin: GPR55 agonists via beta-arrestin recruitment, primary screen, imaging, U2OS cells, beta-arrestin-GFP redistribution (AID 1961). U2OS GPR55 beta-arrestin-GFP redistribution imaging; higher % means a stronger effect. one-dose activation, % at 10 µM; EC50 in µM for titrated hits. 290,000 compounds, 0.048% hits;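 active = activation above 40% with more than 50 cells counted in the well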;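 note: U2OS osteosarcoma cells stably expressing GPR55 and beta-arrestin-GFP; plate controls were DMSO negative control for no effect and LPI positive control for full effect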
Rac1 GTP hydrolysis: MgcRacGAP GTPase-activating activity inhibitors, confirmation, biochemical, ADP Hunter fluorescence. MgcRacGAP-stimulated Rac1 GTP hydrolysis, ADP Hunter fluorescence; higher % means a stronger effect; GST-tagged Rac1 F28L mutant substrate. one-dose inhibition, % at 30 µM; IC50 in µM for titrated hits. 340,000 compounds, 0.6% hits. AID 624330;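 active = first-screen hits whose inhibition reached a set limit at any dose in the follow-up dose series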;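 note: fluorescence reports GDP produced by GAP-driven GTP hydrolysis; strong numbers were not always called active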
KOR beta-arrestin-2: KOR antagonists, beta-arrestin recruitment, cell-based, luminescence, uHTS (AID 1778). KOR beta-arrestin recruitment, luminescence, antagonist mode; higher % means a stronger effect. 290,000 compounds, 0.091% hits. inhibition, % at 10 µM, or IC50 in µM where a hit was titrated; note: strong numbers were not always called active
Large T inhibition: TAg ATPase/helicase activity blockers – biochemical (AID 1903); SV40 large T antigen ATPase/helicase inhibition assay; higher % means a stronger effect; inhibition, % at 20 µM, or IC50 in µM where a hit was titrated; 310,000 compounds, 0.39% hits; in the data active = a potency from the dose series; note: strong numbers were not always called active
NOD2 inhibition: NOD2 signaling inhibitors, cell-based, luminescence, uHTS, HEK293 (AID 1566); HEK293 NOD2/NF-kB luciferase reporter, luminescence; higher % means a stronger effect; 290,000 compounds, 0.63% hits; inhibition, % at 4 µM; hits with a dose series show EC50 in µM; note: many of its hits are not listed in these tables
GPR55 antagonists: GPR55 antagonists blocking LPI-driven arrestin recruitment, primary screen, imaging, U2OS, beta-arrestin-GFP, LPI agonist (AID 2013) | U2OS GPR55 beta-arrestin-GFP translocation imaging, LPI antagonism; higher % means a stronger effect | inhibition, % at 10 µM, or IC50 in µM where a hit was titrated | 290,000 compounds, 0.13% hits;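 active = spots per cell inhibited over 60%, with over 100 cells counted and total cytoplasm intensity under 500,000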;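 note: U2OS cells stably carrying GPR55 and arrestin-GFP stimulated by 5 µM LPI near EC80; imaged beta-arrestin-GFP aggregate spots per cell after agonist stimulation; plate controls were LPI-stimulated DMSO wells for no effect and DMSO wells without LPI for full effect; some results filed as inactive read as strong as hits; confirmed hits need IC50 under 10 µM and bright autofluorescent wells are also inconclusive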
Starred values were filed as active, the others as inactive; nt = not tested or not shown; & = joins results of further samples; [ ] = another dose, or the depositor's remark. Cut-off read from the data, not from the text of the source, unless noted: active = inhibition above about 50%; inactive = the rest.

SMILES,NOD1 inhibition,KOR beta-arrestin-1,HIV peptide binding,GPR55 beta-arrestin,Rac1 GTP hydrolysis,KOR beta-arrestin-2,Large T inhibition,NOD2 inhibition,GPR55 antagonists
COc1ccc(C(=O)C[n+]2cc(-c3ccc(OC)cc3)n3c2CCCC3)cc1,-28%&-15%,0.1%&-7.9%,0.5%&-1.2%,-0.1%&0.0%,1%&-6%,-31%&4%,7%&16%,19%&8%,6%&0%
COc1cc(C)ccc1OCCCCOc1ccccc1C(C)=O,-23%,0.9%,-1.2%,-0.1%,4%,-5%,11%,14%,3%
Cc1cc(C)c2[nH]c(=O)c(CN(CC3CCCO3)C(=O)c3cnccn3)cc2c1 (configuration not stated),-11%,-8.6%,-1.5%,0.3%,13%,-1%,-6%,-4%,-11%
COc1ccc(C(=O)Nc2nnc(CC(=O)N/N=C/c3ccc(O)cc3O)s2)cc1,0%,1.5%,1.8%,-0.1%,6%,-16%,18%,19%,-7%
COc1ccc(N2CCN(C(=O)c3ccc4nc(N5CCCCC5)sc4c3)CC2)cc1,-18%,2.2%,-1.3%,-0.3%,16%,5%,11%,-8%,7%
COc1ccc(S(=O)(=O)N(C)CC(=O)NCCc2ccccc2)cc1OC,-18%,0.3%,-1.2%,-0.3%,15%,-5%,8%,9%,1%
CCOC(=O)c1cc2cc(CC(=O)c3ccc(OCC)cc3O)ccc2o1,-21%,3.2%,0.4%,-0.1%,5%,-2%,11%,-2%,10%
CC(=O)Nc1cccc(NC(=O)CSc2nnnn2C)c1,-16%,4.0%,1.5%,0.0%,nt,8%,25%,1%,-3%
CCOc1nc(CC)nc(NC(=O)NS(=O)(=O)c2ccccc2Cl)n1,14%,2.6%,-3.5%,-0.2%,8%,-10%,-2%,10%,-5%
CCOc1ccccc1NC(=O)C(Sc1nnnn1C)c1ccccc1 (configuration not stated),-27%,-3.0%,-1.4%,-0.5%,6%,26%,4%,2%,3%
Cc1ccc2nc3n(c(=O)c2c1)CCC3,-9%,-1.9%,-2.1%,0.0%,2%,2%,4%,0%,-4%
Cc1cccc(NC(=O)c2ccccc2OCC(=O)N2CCCC2)c1C,-17%,3.3%,-0.9%,-0.1%,nt,-60%[20 µM],-2%,12%,3%
C[C@@H]1CC=C[C@H]2[C@H]1C(=O)N(Cc1ccccc1)[C@H]2c1cccc([N+](=O)[O-])c1,0%,-0.1%,-1.3%,-0.1%,12%,-5%,5%,13%,-2%
O=C(NCCN1CCOCC1)C1CCN(c2ncnc3c2sc2cccc(F)c23)CC1,17%,3.7%,0.4%,0.3%,6%,-50%,5%,18%,4%
O=C(O)C1CC=CCC1C(=O)N1CCCC1 (configuration not stated),18%,9.1%,2.0%,-0.2%,10%,-3%,-1%,-5%,4%
O=C(NCC1CCCO1)C(c1ccc(N2CCOCC2)cc1)N(C(=O)Cn1nnc2ccccc21)c1ccccc1F (configuration not stated),-12%,nt,0.1%,-0.1%,1%,12%[20 µM],3%,-1%,9%
CC(=O)Nc1ccc(C(=O)OCCCOC(=O)c2ccc(NC(C)=O)cc2)cc1,-5%,-1.1%,1.5%,0.7%,8%,21%,9%,20%,-1%
COc1ccc(C(CCN2CCOCC2)c2c(O)cc(OC)cc2OC)cc1 (configuration not stated),-8%,2.7%,2.0%,0.0%,10%,-4%,14%,5%,6%
COc1ccc(NC(=O)C2CCN(C(=O)Cc3ccccc3)CC2)c(OC)c1,-13%,-2.9%,0.2%,0.2%,9%,12%[20 µM],nt,7%,1%
CCSc1nnc(NC(=O)c2ccccn2)s1,26%,-5.4%,2.6%,-0.1%,-3%,-20%,10%,-19%,22%
Oc1[nH]c2ccccc2c1OCc1ccncc1,-2%,-0.3%,-1.2%,-0.3%,6%,20%,-3%,12%,12%
O=C(O)c1ccc2ncc(NC(=O)c3ccc(F)cc3)c(=O)n2c1,6%,12%,-0.7%,-0.2%,-1%,-17%,10%,4%,4%
COc1ccccc1CNC(=O)C1CCC(CNS(=O)(=O)c2cccc3cccnc23)CC1 (configuration not stated),0%,0.1%,0.4%,0.2%,8%,-3%,9%,14%,10%
COc1cc(/C=C/C(=O)OCC(=O)Nc2cc(C)c(C)cc2[N+](=O)[O-])ccc1O,-8%,1.5%,-2.7%,-1.9%,9%,46%,11%,-27%,0%
CC(C)c1nc(Cl)c(C#N)c2c1CCC2,0%,2.4%,2.7%,-0.2%,2%,-22%,6%,10%,-2%
COc1ccc(C(=O)NCCc2nnc3ccc(SCC(=O)N4CCCC4)nn23)cc1,-48%,-3.9%,0.8%,0.0%,10%,13%,8%,-2%,-6%
CC1(C)Nc2ccccc2N(CCC(=O)N2CCOCC2)C1=O,1%,-7.7%,-1.9%,-0.2%,9%,22%,17%,18%,nt
COCc1cc(C)n(CC(=O)Nc2ccccc2C(=O)OC)c(=O)c1C#N,9%,-1.8%,-1.3%,-0.2%,0%,6%,7%,11%,-2%
COCCNC(=O)Cn1nc(-c2ccc(C)cc2)c2ccccc2c1=O,8%,-9.0%,0.2%,-0.3%,7%,6%,-8%,13%,8%
CCN(CC)CCCN1CC(=O)N2[C@@H](Cc3c([nH]c4ccccc34)C2(C)C)C1=O,-11%,0.2%,-0.3%,0.0%,16%,-32%,8%,-21%,-8%

The list continues.
molecule | NOD1 inhibition | KOR beta-arrestin-1 | HIV peptide binding | GPR55 beta-arrestin | Rac1 GTP hydrolysis | KOR beta-arrestin-2 | Large T inhibition | NOD2 inhibition | GPR55 antagonists
CC1CCN(c2nnc(-c3ccccc3)c3ccccc23)CC1 | -30% | -2.6% | 0.4% | -0.3% | 4% | 5% | 9% | -1% | 10%
Cc1ccc(NC(=O)C2CCN(C(=O)NC3CCCCC3)CC2)cc1 | -43% | -3.5% | 3.0% | 1.4% | 8% | 1% | 6% | -18% | 9%
C/C(CC1CC(COCC(C)C)OC1=O)=N\NC(N)=S (configuration not stated) | -26% | 2.9% | 0.5% | 0.1% | -3% | 8% | 10% | -1% | -3%
CCC(Oc1ccccc1)C(=O)N1CCC(C(N)=O)CC1 (configuration not stated) | -29% | -0.8% | -0.1% | -0.1% | 11% | 19% | 7% | -6% | -12%
CC(C)C(NC(=O)CC12CC3CC(CC(C3)C1)C2)C(=O)O (configuration not stated) | -12% | 0.8% | -3.3% | -0.1% | 6% | 7% | 7% | 12% | -5%
Cc1cnc(NC(=O)COc2ccc3c(c2)CCC3)s1 | -43% | -4.7% | -1.5% | 0.3% | 5% | -6% | 12% | -73% | -24%
CCOC(=O)C1(Cc2ccc(OC)cc2)CCN(C(=O)CCn2ccc(C)n2)CC1 | -35% | 4.5% | 1.9% | 0.4% | 10% | -6% | 9% | 9% | -1%
CSc1ccccc1C(=O)NC1CCCCCC1 | -13% | -3.1% | 31% | -0.1% | 7% | 2% | 0% | 3% | -5%
CCOC(=O)c1c(S(=O)(=O)NCCc2ccccc2)c(C)n(C)c1C | -5% | -2.4% | 2.3% | -0.2% | 5% | -10% | 9% | -34% | 5%
CC(C)NC(=O)c1ccc(CN2CCC(Cc3ccccc3)CC2)cc1 | -12% | -2.4% | -0.1% | 0.0% | 1% | -46%[20 µM] | 5% | 11% | -1%
C/C(N)=C(/C#N)C(=O)COC(=O)CCSc1ccccc1Cl | 7% | -1.4% | -3.1% | 0.0% | 9% | -22% | 8% | 2% | -6%
O=C1C(=O)c2ccccc2C(O)=C1c1cccc([N+](=O)[O-])c1 | -12% | -1.4% | -3.9% | -0.1% | nt | 33% | 31% | 8% | -2%
COc1ccc(-c2cc3nc(C)cc(N)n3n2)cc1 | -4% | 1.7% | 0.3% | -0.2% | 3% | 15% | 28% | -216% | 10%
CCOC(=O)N1CCC(NC(=O)C2CCC(CNS(=O)(=O)c3ccc(OC)cc3)CC2)CC1 (configuration not stated) | -39% | -0.8% | 1.6% | 0.6% | 4% | 7% | 0% | 7% | 3%
COc1ccc(CC(=O)NCC2CCCN(Cc3ccc(SC)cc3)C2)cc1 (configuration not stated) | -23% | -3.1% | -1.3% | -0.1% | 10% | 1%[20 µM] | 2% | -2% | 1%
Cc1cc(C)cc(OCCNS(=O)(=O)c2cccs2)c1 | -7% | 5.3% | -1.4% | -0.7% | 1% | 13% | 12% | 11% | -2%
O=C(NC1CCCCC1)N1CCN(c2ccc(Cl)cc2)CC1 | 31% | 3.9% | -0.7% | -0.1% | 7% | -13% | 0% | 21% | 8%
COc1ccc(-c2nc(-c3cccc(C)c3)[nH]c(=O)c2C#N)cc1 | 2% | 1.9% | 1.9% | 0.3% | 5% | -59% | 15% | -4% | 11%

Pulled by structure from above (3):
molecule | NOD1 inhibition | KOR beta-arrestin-1 | HIV peptide binding | GPR55 beta-arrestin | Rac1 GTP hydrolysis | KOR beta-arrestin-2 | Large T inhibition | NOD2 inhibition | GPR55 antagonists
COc1ccc(-c2cc3nc(C)cc(N)n3n2)cc1 | -4% | 1.7% | 0.3% | -0.2% | 3% | 15% | 28% | -216% | 10%
Cc1cnc(NC(=O)COc2ccc3c(c2)CCC3)s1 | -43% | -4.7% | -1.5% | 0.3% | 5% | -6% | 12% | -73% | -24%
CSc1ccccc1C(=O)NC1CCCCCC1 | -13% | -3.1% | 31% | -0.1% | 7% | 2% | 0% | 3% | -5%

2 compounds from above, reduced to GPR55 beta-arrestin, NOD1 inhibition and Rac1 GTP hydrolysis.
smiles,GPR55 beta-arrestin,NOD1 inhibition,Rac1 GTP hydrolysis
O=C1C(=O)c2ccccc2C(O)=C1c1cccc([N+](=O)[O-])c1,-0.1%,-12%,nt
COc1ccc(-c2cc3nc(C)cc(N)n3n2)cc1,-0.2%,-4%,3%

Molecules shown so far that have a thiophene ring, fused or not (2):
molecule | NOD1 inhibition | KOR beta-arrestin-1 | HIV peptide binding | GPR55 beta-arrestin | Rac1 GTP hydrolysis | KOR beta-arrestin-2 | Large T inhibition | NOD2 inhibition | GPR55 antagonists
O=C(NCCN1CCOCC1)C1CCN(c2ncnc3c2sc2cccc(F)c23)CC1 | 17% | 3.7% | 0.4% | 0.3% | 6% | -50% | 5% | 18% | 4%
Cc1cc(C)cc(OCCNS(=O)(=O)c2cccs2)c1 | -7% | 5.3% | -1.4% | -0.7% | 1% | 13% | 12% | 11% | -2%

Source: PubChem

An excerpt, so the mix of outcomes need not match the whole.
